GSIS activator – GLuc luminescence reporter in INS-1E cells, primary screen for activators of glucose-dependent secretion of insulin; INS-1E GLuc reporter insulin secretion, 2-3 h; actives 0.61% (n = 370,000); activation, % at 16.6 µM;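 active = lowest replicate activation of at least 40%, so every replicate reaches that level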;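 note: 0% = median of neutral control wells and 100% = median of IBMX positive control wells; some compounds called inactive have numbers as strong as hits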
PAX8 reporter – inhibitors of PAX8-driven TPO luciferase reporter, primary screen, RMG-I cells, single concentration; actives 1.2% (n = 360,000); AID 652154, 2013; SteadyGlo, 24 h; inhibition, % at 12.6 µM;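 active = mean replicate inhibition at least 60% with every replicate also reaching 60%; inconclusive = only one of the two criteria is met; inactive = mean below 60% and not all replicates reaching 60%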;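 note: luciferase light reporting Pax8 driven TPO promoter activity; plate controls were median of neutral control wells for no effect and mitoxantrone controls for full effect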
FN deposit inh – inhibitors of fibronectin matrix deposition, primary screen, AH1F cells, Alexa488-fibronectin fluorescence, plate reader | AH1F fibroblasts, overnight | inhibition, % at 12.6 µM | actives 0.086% (n = 350,000) | AID 743247, 2014;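 active = mean inhibition across replicates of 30% or more, regardless of how many single replicates reach that level; inconclusive = mean under 30% yet at least half of replicates reach 30%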;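 note: positive control wells lacked labelled fibronectin entirely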
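test system = AH1F fibroblasts assembling fluorescent fibronectin matrix | quantity = 10000 AH1F cells per well | buffer or medium = DMEM plus 2% serum, read in PBS | doses = single dose, pinned | incubation = 1 h cell attachment, overnight exposure to compound and label | detection = fluorescence at 485 nm excitation, 525 nm emission | read-out basis = inhibition from reduced deposited-fibronectin fluorescence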
CFTR F508del cor – F508del CFTR correction, initial screen, CFBE line, single point. activity (quench increase), % at 7.58 µM. CFBE cells, YFP halide quenching; stimulated with forskolin plus potentiator P3; % fluorescence drop versus neutral controls. actives 0.36% (n = 350,000);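 active = mean added fluorescence quench of at least 8% versus neutral control, with both replicates also reaching 8%; inconclusive = only one of the mean or replicate conditions met; inactive = mean below 8% and not both replicates reaching 8%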;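 note: cells transiently co-express mutant CFTR-F508del with the halide-sensitive YFP; corrector assay measuring rescue of mutant channel to the surface after 24 h compound exposure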
miR122 inh – miR-122 Renilla sensor signal increase in Huh7, primary screen, miR-122 inhibitor project, cell-based, single point, plate reader. Huh7 miR-122 Renilla luciferase sensor, 48 h; neutral wells = 0, positive control = 100. activation (reporter increase), % at 12.5 µM. actives 0.3% (n = 340,000). AID 602342, 2012;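 active = mean replicate activation score at least 90 and every replicate individually at or above 90; inconclusive = only one of the two criteria met; inactive = neither criterion met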;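 note: higher luciferase means less miR-122 activity so hits act as miR-122 inhibitors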
DENV2 CPE – inhibitors of DENV2 cytopathic effect, primary screen, cell-based, plate reader, single concentration | DENV2-infected cells, cytopathic effect rescue | CPE inhibition, % at 9.99 µM | actives 1.7% (n = 350,000); in the data active = CPE inhibition above about 20%, passing the limit was not always enough; inconclusive = no clear call, values can overlap the other calls; tested in BHK-21 cells;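 note: 0% = median of neutral control wells and 100% = median of positive control wells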
EWS-Fli block – EWS/Fli-driven NR0B1 reporter inhibitors, primary screen, A673 cells, NR0B1 luciferase, luminescence, MLPCN library. viability-normalised. inhibition, % at 12.6 µM. actives 0.67% (n = 350,000). AID 651661, 2012;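 active = mean inhibition of at least 50% after viability correction, with every replicate also passing that limit; inconclusive = mean reaches 50% but only one of two replicates passes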;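 note: firefly luciferase signal divided by Alamar Blue viability fluorescence both relative to DMSO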
The depositor's hits bear a star; ? = inconclusive; . = no result given; & = joins results of further samples; [ ] = dose if it differs, or a comment.

Below each compound: GSIS activator, PAX8 reporter, FN deposit inh, CFTR F508del cor, miR122 inh, DENV2 CPE, EWS-Fli block
1	CCCCN(CC)S(=O)(=O)c1ccc2c(c1)CCCN2C(C)=O
    ., 5.2, 4.3, ., 0.6, ., .
2	Cc1cc(Nc2ccc(C)c(C)c2)n2ncnc2n1
    -14.9, -30.0, -19.0, -0.8, -1.0, 10.9, 18.8
3	N#Cc1cccc(NC(=O)CSc2ccc3c4c(cccc24)C(=O)c2ccccc2-3)c1
    ., -41.7, -6.2, ., 0.8, ., .
4	CC(=O)Nc1sc(C)c(C)c1C(=O)OCC(=O)N(C)c1c(N)n(Cc2ccccc2)c(=O)[nH]c1=O
    19.8, -9.5, 1.8, -0.9, 1.9, 8.2, -1.8
5	COc1ccc(NC(=O)c2nc[nH]c2C(=O)NCC(=O)OC(C)(C)C)cc1
    ., -19.2, 6.0, -3.1, -1.8, ?, -3.9
6	C[C@H](CO)N1C[C@H](C)[C@@H](CN(C)S(=O)(=O)c2cn(C)cn2)OCCCC[C@H](C)Oc2ccc(NC(=O)Nc3ccccc3)cc2C1=O
    9.3, -8.8, 0.7, 1.9, 3.7[16.7 µM], -19.4, -9.6
7	C1CCc2c(nc3nnnn3c2N2CCOCC2)C1
    ., 11.1, -13.8, ., 1.6, ., .
8	C[C@H](O)[C@@H]1C(=O)N2CCc3ccc(-c4ccccc4)cc3[C@@H]2C[C@@H]1N(C)C(=O)c1ccc(C#N)cc1
    -20.7, 25.8, -0.5, -0.2, -2.3, -1.5, 11.7
9	COc1cc(/C=N/NC(=O)/C(=C\c2ccc3c(c2)OCO3)NC(=O)c2ccccc2)ccc1O
    ., 11.7, 1.9, ., 13.0, 4.0, -12.9
10	Cc1ccc(NC(=O)NCCCN2CCCC2=O)cc1
    6.3, ., 5.8, ., -6.2, ., .
11	O=C(Cn1cnnn1)NC1CCCN(Cc2ccccc2F)C1 (centres undefined)
    2.1, -7.5, 2.9, 1.5, -4.3, 6.0, 0.9
12	CC(C)(C)NC(=O)COC(=O)c1cc(Cl)ccc1[N+](=O)[O-]
    -0.9, -23.1, ., -0.4, -7.5, -4.9, 10.6
13	CC(C)CNS(=O)(=O)c1ccc(Br)cc1N1CCC[C@@H]1CO
    -4.7, -9.7, 1.4, 2.6, 74.2, -14.1, -4.5
14	CC(=O)Nc1ccc(S(=O)(=O)NC2=C(N3CCN(c4ccc(F)cc4)CC3)C(=O)c3ccccc3C2=O)cc1
    -15.9, 26.1, -9.5, 3.1, ., ., 14.0
15	Cn1nc(C(F)(F)F)c(C(=O)Nc2ccc(F)cc2F)c1Sc1cccc(C(F)(F)F)c1
    ., 22.4, -9.0, ., 30.8, ., .

(more compounds)
Below each compound: GSIS activator, PAX8 reporter, FN deposit inh, CFTR F508del cor, miR122 inh, DENV2 CPE, EWS-Fli block
16	CSc1nncc(-c2ccc(F)c(F)c2)n1
    ., -29.5, -5.1, ., -3.9, ., .
17	CCC(CC)C(=O)c1c[nH]c(C(=O)NCc2ccccn2)c1
    -4.1, 0.0, -22.3, 0.1, 5.6, 9.5, 2.2
18	CCn1c(/C=N/c2nc3ccccc3n2C)nc2ccccc21
    5.0, ., ., -0.5, ., 9.1, -72.6
19	CC(C(=O)O/N=C(\N)c1cccnc1)c1ccc([N+](=O)[O-])cc1 (centres undefined)
    14.1, 1.7, -5.3, -2.5, ., ., 0.6
20	CCC1=C([N+](=O)[O-])C(c2ccc3c(c2)OCO3)NC(=O)N1 (centres undefined)
    -5.7, 25.9, 2.3, 2.0, -4.6, -8.0, 7.6
21	Cc1cc(C(F)F)n2nc(C(=O)Nc3sc4c(c3C#N)CCC(C)C4)nc2n1 (centres undefined)
    ., -13.1, -4.0, ., -6.5, ., .
22	Cc1ccc(S(=O)(=O)N2CCC(C(=O)NC3CC(C)(C)NC(C)(C)C3)CC2)cc1C
    12.2, -19.0, -0.8, 0.4, ., -6.1, .
23	CCOc1ccccc1NC(=O)COC(=O)Cc1cccs1
    -0.4, -2.8, -0.5, 0.0, ., 2.3, -2.6
24	O=C(NC(=S)Nc1ccc(CN2CCCCC2)cc1)c1cccc(OCc2ccccc2)c1
    -2.7, -2.5, -5.2, 3.9, ., 9.7, 21.8
25	C[C@H](CO)N1C[C@H](C)[C@@H](CN(C)C(=O)NC2CCCCC2)Oc2ccc(NC(=O)Nc3ccccc3)cc2C1=O
    0.9&-6.3, -9.6&-17.7, -23.5, 1.3&-1.0, 2.4[16.7 µM], 0.4&6.8, -5.0&-0.7
26	CC(=O)C1N=NCC1c1ccccc1 (centres undefined)
    -15.0, 1.5, 11.4, 0.4, -6.6, -1.6, 7.3
27	O=C(O)CCCc1ccc2c(c1)CCc1ccccc1-2
    12.1, -34.4, -16.3, 1.0, ., -6.2, 63.0*
28	Cc1ccc(-c2csc(NC(=O)c3cccc(C)c3)c2C(=O)O)cc1
    -8.7, -4.0, -0.3, 0.5, -1.7, -1.3, -59.9
29	O=[N+]([O-])c1ccc(S(=O)(=O)N2CCN(c3ccnc4cc(Cl)ccc34)CC2)cc1
    4.6, -2.1, ., 0.9, -12.3, 1.3, 10.3
30	O=C(CCCN1C(=O)c2ccccc2C1=O)Nc1c(C(=O)C2CC2)oc2ccccc12
    13.7, -16.7, 1.6, -2.0, 6.0, -3.2, -5.1

(next part)
Below each compound: GSIS activator, PAX8 reporter, FN deposit inh, CFTR F508del cor, miR122 inh, DENV2 CPE, EWS-Fli block
31	Cc1ccc(NC(=O)CCc2nnc3ccc(N4CCOCC4)nn23)cc1C
    1.1, 8.6, 1.4, 2.3, -1.3, -1.6, 5.6
32	Cc1cc(=O)c(C(=O)O)nn1-c1ccccc1C(F)(F)F
    11.6, 5.0, 8.5, -1.8, 4.0, 8.1, -3.5
33	Cc1cccc(NC(=O)c2ccc(C(=O)Nc3cccc(C)c3)nc2)c1
    -15.2, -21.4, 3.2, ., ., ., .
34	CCCCNC(=O)[C@@H]1CC=C[C@@H]2CCN(C3CC3)C(=O)[C@@H]21
    -6.2, -3.7, 9.3, -2.1, 0.3, -21.6, -12.3
35	Cc1ccc(CNC(=O)c2ccc(N3CCC4(CC3)CC(c3cccc(Br)c3)=NO4)c(NC(=O)c3ccc(Cl)c([N+](=O)[O-])c3)c2)cc1
    -7.2, 9.6, 0.9, -0.6, 0.8, ., 0.1
36	CCS(=O)(=O)N1CCC(C(=O)NC2CCCCC2)CC1
    1.8, ., ., 2.4, ., 12.9, 0.8
37	C[C@H]1CN([C@@H](C)CO)C(=O)c2cccc(NC(=O)C3CC3)c2O[C@@H]1CN(C)S(=O)(=O)c1ccc(F)cc1
    13.9, -7.1, -18.1, 0.0, -7.4[16.7 µM], 2.1, -1.7
38	CC1CCCN(CC(O)COCc2ccccc2)C1 (centres undefined)
    7.0, 1.0, -8.4, 1.1, 3.7, ., 2.4
39	Nc1nc(CN2CCN(c3ccccc3)CC2)nc(N2CCCc3ccccc32)n1
    ., 13.6, -0.3, ., -5.6, ., .
40	COc1ccc(Br)cc1CNC(=O)C1CCC(=O)N1C(C)C (centres undefined)
    29.4, -20.0, 7.7, -0.8, -1.1, 0.5, -10.2
41	CO[C@@H]1CN(C)C(=O)c2ccc(NS(=O)(=O)CC(F)(F)F)cc2OC[C@@H](C)N(CC2CCCCC2)C[C@H]1C
    -9.9, 1.7, -20.6, 1.0, ., 7.4, 4.7
42	CO[C@H]1CN(C)C(=O)c2cc(NS(C)(=O)=O)ccc2OC[C@@H](C)N(C(=O)C2CC2)C[C@H]1C
    -10.2, -1.5, -8.8, -1.6, ., 0.8, 5.0
43	CCCN1C[C@@H](C)[C@H](OC)CN(C)C(=O)c2cc(NC(=O)c3ccccc3)ccc2OC[C@@H]1C
    10.0, 5.0, 4.1, 1.0, ., -1.3, -5.0
44	CCC(=O)N1[C@H](C#N)[C@@H](c2ccccc2-c2cccc(C)c2)[C@@H]1CO
    13.5, -1.2, -11.8, 1.1, ., -10.0, -0.5
45	COc1ccc(CN(C)C[C@H]2Oc3ccc(NS(=O)(=O)c4ccccc4)cc3CC(=O)N([C@H](C)CO)C[C@@H]2C)cc1
    1.0, -15.7, ., -0.3, ., -4.7, -0.3

Remaining list, next part
Below each compound: GSIS activator, PAX8 reporter, FN deposit inh, CFTR F508del cor, miR122 inh, DENV2 CPE, EWS-Fli block
46	CCN(CC)c1ncnc2c1ncn2[C@H]1CN(Cc2ccco2)C[C@@H](CO)O1
    -6.2, -5.3, 3.8, -3.4, -3.4, 1.3, 6.9
47	Cc1c(C(=O)OCC2CCCO2)[nH]c2c1C(=O)CC(c1ccc(N(C)C)cc1)C2 (centres undefined)
    12.7, 11.4, -11.1, -1.0, -3.6, 15.1, 11.2
48	Cc1cc(C)c(S(=O)(=O)NCc2cn3ccccc3n2)c(C)c1
    4.4, -1.4, 3.6, -0.7, -5.7, ?, .
49	COc1cccc(C2C(C(N)=O)=C(C)Nc3nc(-c4ccccc4Cl)nn32)c1 (centres undefined)
    -12.1, -29.8, 3.3, 1.2, 4.7, -4.6, 0.1
50	CO[C@@H]1CC[C@H]2CCOc3ccc(C#N)cc3C(=O)N(C)C[C@H](c3ccccc3)CC(=O)N(C)C[C@H]1O2
    -13.1, 7.9, 2.1, ., ., ., -0.9
51	COc1ccc(CCN(Cc2cccs2)S(=O)(=O)c2ccc(S(=O)(=O)N3CCCCCC3)cc2)cc1OC
    -7.3, 11.6, 2.0, ., ., -2.9, 11.4
52	CC(NC(=O)c1ccc(S(=O)(=O)Nc2ccccc2Cl)cc1)c1ccncc1 (centres undefined)
    5.9, -1.9, -2.4, 6.0, ., 9.4, -0.5
53	Cc1ccc(NC(=O)Nc2ccc3c(c2)nc(C)n3C)cc1
    4.4, -71.1, ., 1.9, ., ., -91.4
54	CC(C)(C)NC(=O)C(=O)NC(=O)c1c(F)cccc1Cl
    9.1, 1.3, -0.2, -0.6, -0.6, -4.1, 3.6
55	CCc1cc(=O)oc2c(C)c(OCC(=O)N3CCCc4ccccc43)ccc12
    ., -13.1, 0.1, ., -3.2, ., .
56	CC(C(=O)O)N1C(=O)/C(=C/c2cccn2C)SC1=S (centres undefined)
    -6.3, -10.1, -1.1, ., ., ., .
57	CCNC(=O)[C@H]1[C@H](CO)[C@H]2Cn3c(ccc(C4=CCCC4)c3=O)[C@H]2N1C(=O)CC1CC1
    28.5, ., ., -1.8, -0.9[16.7 µM], 1.6, 1.6
58	O=C(Nc1ccc(F)cc1)N1CCN(c2ncccn2)CC1
    -1.7, -26.1, 2.9, -0.4, 3.3, -2.7, -2.1
59	Cc1ccc(S(=O)(=O)CCC(=O)OCC(=O)N(C)c2ccccc2)cc1
    12.5, -2.7, 0.9, 1.0, -2.5, ., -2.3
60	CCOC(=O)Cc1cc(=O)c2c(=O)n(-c3ccccc3)[nH]c2[nH]1
    ., -4.9, -0.4, ., 6.0, ., .

Another view of two compounds above:
No.	structure	GSIS activator	PAX8 reporter	FN deposit inh	CFTR F508del cor	miR122 inh	DENV2 CPE	EWS-Fli block
56	CC(C(=O)O)N1C(=O)/C(=C/c2cccn2C)SC1=S (centres undefined)	-6.3	-10.1	-1.1	.	.	.	.
57	CCNC(=O)[C@H]1[C@H](CO)[C@H]2Cn3c(ccc(C4=CCCC4)c3=O)[C@H]2N1C(=O)CC1CC1	28.5	.	.	-1.8	-0.9[16.7 µM]	1.6	1.6

This is a random part of the collection. Share with any hit: about 3.9%.
